# Autophagy mod: modulators of autophagy. MEF GFP-LC3 puncta imaging; test concentration mostly 10 µM. calls only at 10 µM (by protocol). actives 0.98% (n = 190,000);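 active = percentage of spot-positive cells more than 3 SD above its plate mean, without a fluorescence outlier flag or 80% toxicity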;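 note: spot-positive cell cutoff set from DMSO-treated cells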
# Yfh1-depleted yeast: enhancers of respiration in Yfh1-depleted yeast, dose response, Friedreich's ataxia, plus single-dose screen (AID 1465); actives 0.074% (n = 220,000); S. cerevisiae Yfh1-off respiration, WST-1 reduction, 72 h; higher fold induction means a stronger effect; fold induction at 50 µM, or EC50 in µM where a hit was titrated;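 active = fold induction of absorbance versus untreated yeast above a set limit, then at least 30% activation at any dose in follow-up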;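 note: activators that raise dye reduction in frataxin-depleted yeast; strong numbers were not always called active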
# b-catenin transl: alters nuclear translocation of beta-catenin in HeLa cells | immunofluorescence imaging | nuclear translocation activity, % at 5 µM | actives 0.3% (n = 190,000) | AID 1665;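 active = nuclear translocation activity above 50% at 5 µM, with a well cell count of 50 or more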;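 note: per-cell ratio of nuclear to cytoplasmic median beta-catenin stain intensity; plate controls were DMSO negative control for no effect and GSK-3 inhibitor IX positive control for full effect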
#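 System: Human HeLa cells, endogenous beta-catenin | Compound dosing: 5 µM primary, 0.02–20 µM confirmation | Timing: 24 h compound exposure at 37°C, 5% CO2 | Measured by: Fluorescence imaging of beta-catenin antibody stain plus DAPI | Read-out basis: % activation of per-cell nuclear versus cytoplasmic median beta-catenin signal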
# Ins promoter up: MIN6 insulin promoter up-regulation; actives 0.3% (n = 190,000); AID 1625; MIN6 insulin promoter-GFP reporter, high-content imaging; hits give high values; z-score at 5 µM;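 active = z-score above 3 at 5 µM with at least 500 cells counted in the well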
# WT yeast gro inh: growth inhibition of WT yeast, mitochondrial fusion screen; mitochondrial fusion phenotypic screen, WT strain; inhibition, % at 10 µM; actives 2.1% (n = 190,000); AID 1362; in the data active = inhibition above about 58%; tested in S. cerevisiae
# human PMI inhibition: MPI enzyme activity inhibition – biochemical, fluorescence intensity, coupled assay, primary screen (AID 1209); purified PMI enzyme, coupled fluorescence intensity; higher % means a stronger effect; inhibition, % at 20 µM; hits with a dose series show IC50 in µM; actives 0.42% (n = 190,000);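 note: plate controls were DMSO vehicle for no effect and wells lacking substrate for full effect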
# PMI inhibition: human PMI inhibitors, high substrate, primary screen, biochemical, fluorescence intensity, high mannose 6-phosphate (AID 1220); actives 0.66% (n = 190,000); inhibition, % at 20 µM, or IC50 in µM where a hit was titrated; recombinant PMI enzyme, coupled fluorescence intensity; higher % means a stronger effect
# MT stabilizer: stabilizes microtubules in HeLa cells; HeLa tubulin immunostaining HCS, 24 h; share of cells brighter than vehicle mean+2SD; actives 0.83% (n = 200,000); % tubulin-high responders, % at 10 µM;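 active = plate Z-score above 3 for both tubulin-high and condensed-nucleus cell shares, with cell loss under 80%, at 10 µM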;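 note: anti alpha tubulin signal scored within the nucleus-defined area of each cell; some results filed as inactive read as strong as hits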
# Dynein cargo inh: dynein cargo transport inhibition. 3617.4 mouse cells, GR-EGFP nuclear translocation imaging; test concentration mostly 20 µM; stimulated with dexamethasone, 1 µM; hits give low values. z-score, hits read low. actives 0.47% (n = 220,000). AID 1381;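 active = plate z-score of nuclear minus cytoplasmic receptor signal below a set negative limit, without overly bright fluorescence or cell loss, cut at about -3.5 in these data, passing the limit was not always enough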;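 note: z-score of nuclear minus cytoplasmic ring GR-EGFP intensity difference per well; some compounds called inactive have numbers as strong as hits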
#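 medium = tetracycline-free induction medium containing charcoal-stripped FBS | also added = 1.0 µM final dexamethasone stimulus | schedule = 48 h induction, 1 h compound, 30 min dex at 37 °C | technique = fixed, Hoechst-stained cells imaged at 10x for EGFP | measure = GR-EGFP nuclear translocation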
# WT yeast gro inh mutant strain: recorded beside WT yeast gro inh, whose call it bears; inhibition, %; mitochondrial fusion phenotypic screen, mutant strain inhibition
# Dynein cargo inh cytoplasmic EGFP: recorded beside Dynein cargo inh, whose call it bears; z-score; measured here: cytoplasmic GR-EGFP intensity; hits give high values
# Dynein cargo inh nuclear GR-EGFP: recorded beside Dynein cargo inh, whose call it bears; z-score; measured here: nuclear GR-EGFP intensity;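 lower value marks the stronger effect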
# Dynein cargo inh cell count: second read-out of Dynein cargo inh, no call of its own (marks repeat the call); z-score; measured here: cell count per field
# Ins promoter up cell count: second read-out of Ins promoter up, no call of its own (marks repeat the call); cell count; measured here: cytotoxicity, nuclei count;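 total cells summed across four imaged fields per well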
# b-catenin transl cell count 5 µM: second read-out of b-catenin transl, no call of its own (marks repeat the call); cell count; measured here: cell count, cytotoxicity flag
# MT stabilizer Hoechst-high %: further read-out of MT stabilizer, marked with its call; % Hoechst-high responders; measured here: nuclear condensation Hoechst responders;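 share of cells brighter than vehicle mean plus two SD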
# MT stabilizer cytotoxicity %: also measured in MT stabilizer; calls as there; toxicity, %; measured here: cytotoxicity by cell density;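 0% = mean cell density of plate MIN control wells and 100% = no cells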
# Autophagy mod cell loss 18 h: also measured in Autophagy mod; calls as there; toxicity, %; measured here: cell loss, nuclei count;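 cell loss after 18 h compound exposure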
# * marks the source's active call; other numbers are inactive results; i = inactive; . = not tested or not shown. Cut-off read from the data, not from the text of the source, unless noted: active = inhibition above about 50%; inactive = the rest.
SMILES,Autophagy mod,Autophagy mod cell loss 18 h,Yfh1-depleted yeast,b-catenin transl,b-catenin transl cell count 5 µM,Ins promoter up,Ins promoter up cell count,WT yeast gro inh,WT yeast gro inh mutant strain,human PMI inhibition,PMI inhibition,MT stabilizer,MT stabilizer Hoechst-high %,MT stabilizer cytotoxicity %,Dynein cargo inh,Dynein cargo inh cytoplasmic EGFP,Dynein cargo inh nuclear GR-EGFP,Dynein cargo inh cell count
O=C(c1ccc2c(Cl)c3c(nc2c1)CCCC3)N1CCN(c2ccc(F)cc2)CC1,i,25,i,-0.6,515,0.28,1123,41,21,16%,14%,2.9,1.6,13,-0.048,-0.073,0.7,-0.58
COc1ccc(C(=O)Nc2nnc(CCS(=O)(=O)c3ccc(C)cc3)s2)cc1,i,-14,i,2.3,1015,0.12,1322,0,3,-5%,1%,1.8,1.4,8.1,-0.2,-0.18,-0.068,0.22
COc1ccc(C(=O)N2CCN(c3cnn(-c4ccccc4)c(=O)c3Cl)CC2)cc1,i,16,i,-0.5,1087,0.67,1181,5,-7,-7%,-5%,1.8,1.7,1.9,-0.29,0.065,0.14,0.35
CCCCNC(=S)NNC(=O)c1c(Cl)c(C)nn1C,i,5,i,.,.,-0.43,1232,4,2,-9%,-7%,4.3,3.1,9.2,-0.31,-0.28,-0.53,0.6
CCCCOC(=O)n1c(SCC(=O)N(C)C)nc2ccccc21,i,9,i,-0.1,1136,1.1,1198,58,17,-5%,-14%,0.7,2.1,6.5,0.48,-0.19,0.055,0.14
c1ccc(Nc2c3c(nc4ncnn24)CCC3)cc1,i,-2,i,0.1,914,-0.06,1164,-1,-2,-11%,-5%,9.9,4.7,6.2,0.23,-0.3,0.69,-0.18
C/C(=N\NC(=O)CC1N=C(Cc2ccccc2)NNC1=O)c1ccc(Br)cc1 (stereo unspecified),.,.,i,-0.2,1113,0.36,1382,.,.,.,.,.,.,.,-0.029,-0.17,-0.3,-0.31
CCC(C)Cn1c(C(C)C)nc2ccccc21 (stereo unspecified),i,10,i,-0.4,1464,0.87,1486,9,15,3%,2%,2.5,1.9,5.8,0.74,-0.29,0.78,-0.21
CCC1CCCCN1c1nc(-c2cccc(OC)c2O)nc2ccccc12 (stereo unspecified),i,46,i,1.1,1167,-2.5,849,-3,0,-1%,7%,2.8,2.8,17,-0.4,-0.28,-0.28,0.59
CCOC(=O)/C(C#N)=C/c1cn(CCC(=O)O)nc1-c1cccc(Cl)c1,i,3,i,-0.7,990,0,1048,-18,3,-20%,-6%,4.0,3.2,7.5,-0.44,0.36,0.6,-1.1
COc1ccc(Cl)cc1C(=O)Nc1ccc2c(c1)OCO2,i,0,i,2.0,913,-0.94,1401,.,.,12%,7%,6.4,2.7,7.8,1.4,-0.25,1.2,-1.5
CCCCCCOC(=O)C1=C(C)NC(=O)NC1c1ccc(O)cc1 (stereo unspecified),i,-25,i,.,.,-0.17,1006,-1,11,-6%,-6%,2.8,2.2,7.3,-0.26,-0.26,0.058,2.1
Cc1cc(C)c2cc(C#N)c(SCC(=O)NCC3CCCO3)nc2c1 (stereo unspecified),i,13,i,1.2,1205,-0.21,1208,-11,-12,2%,-6%,2.6,2.2,4.5,0.44,-0.13,0.4,-0.65
O=C(Nc1nccs1)c1cc(-c2ccncc2)nc2ccccc12,i,12,i,3.1,1069,1,1692,11,-21,10%,18%,5.0,2.0,3.4,-0.29,-0.2,-0.38,1
Cc1ccccc1CN1N=C(/C=C/c2ccccc2)CCC1=O,i,1,i,-1.7,1051,0.94,1229,55,31,-4%,9%,4.6,3.0,4.6,-0.66,-0.31,-0.52,0.66
COc1cccc(-n2c(Cc3cc(=O)[nH]c(=O)[nH]3)nnc2SCC(=O)N2CCCCC2)c1,i,8,i,.,.,-1.1,1007,12,2,-7%,-5%,2.8,3.1,8.0,0.14,-0.25,0.22,0.34
Cc1cccc(NC(=O)Cn2cnc3sc(C)c(S(=O)(=O)N4CCC(C)CC4)c3c2=O)n1,i,4,i,-0.2,988,0.46,1290,-7,-4,14%,18%,3.5,1.3,5.8,2.7,0.47,2.1,-1.8
CC(C)NC(=S)N1CCN(S(=O)(=O)c2cccc(C(F)(F)F)c2)CC1,i,-5,i,-0.4,973,0,1347,-48,9,8%,1%,3.5,3.2,5.6,3.3,-0.3,0.89,-1.4
Cc1cc(C)n(-c2ccc(C(=O)OCC(=O)NCc3ccc(Cl)cc3)cc2)n1,i,-5,i,1.8,1082,1.2,1430,11,-8,16%,12%,2.3,3.7,7.1,-0.056,-0.26,-0.26,-0.012
COCCNC(=O)C(c1ccc(C)o1)N(C(=O)c1snc(C(N)=O)c1N)c1cc(C)cc(C)c1 (stereo unspecified),i,23,i,-7.2,946,-0.45,1189,18,-3,2%,6%,3.1,3.8,4.8,-0.38,-0.34,-0.085,0.24
O=C(NC1CCCCC1)N(Cc1ccccc1)Cc1ccco1,i,5,i,1.5,1142,-0.85,1208,12,12,14%,8%,2.7,1.6,3.5,-0.082,-0.25,0.27,0.74
O=C(Nc1ccc(N2CCN(Cc3ccccc3F)CC2)cc1)c1ccccc1[N+](=O)[O-],i,0,i,0.8,979,-0.56,1422,-10,4,2%,8%,1.5,1.5,6.2,-0.38,-0.33,-0.22,0.65
CC12CCC(C(=O)N(CSC(=S)N/N=C\c3ccccc3Cl)C1=O)C2(C)C (stereo unspecified),i,1,i,.,.,.,.,20,3,12%,10%,1.6,2.8,7.2,-0.83,-0.2,-0.36,1
Cc1ncc(CO)c(/C=N/NC(=O)c2ccc(O)cc2)c1O,i,18,i,3.0,1041,-0.14,1291,-8,-4,4%,-41%,3.9,2.1,7.6,1.2,-0.24,1.4,-1.9

# Already shown: 3 of the compounds above.
SMILES,Autophagy mod,Autophagy mod cell loss 18 h,Yfh1-depleted yeast,b-catenin transl,b-catenin transl cell count 5 µM,Ins promoter up,Ins promoter up cell count,WT yeast gro inh,WT yeast gro inh mutant strain,human PMI inhibition,PMI inhibition,MT stabilizer,MT stabilizer Hoechst-high %,MT stabilizer cytotoxicity %,Dynein cargo inh,Dynein cargo inh cytoplasmic EGFP,Dynein cargo inh nuclear GR-EGFP,Dynein cargo inh cell count
Cc1cc(C)c2cc(C#N)c(SCC(=O)NCC3CCCO3)nc2c1 (stereo unspecified),i,13,i,1.2,1205,-0.21,1208,-11,-12,2%,-6%,2.6,2.2,4.5,0.44,-0.13,0.4,-0.65
O=C(Nc1nccs1)c1cc(-c2ccncc2)nc2ccccc12,i,12,i,3.1,1069,1,1692,11,-21,10%,18%,5.0,2.0,3.4,-0.29,-0.2,-0.38,1
Cc1ccccc1CN1N=C(/C=C/c2ccccc2)CCC1=O,i,1,i,-1.7,1051,0.94,1229,55,31,-4%,9%,4.6,3.0,4.6,-0.66,-0.31,-0.52,0.66

# Additional structures.
SMILES,Autophagy mod,Autophagy mod cell loss 18 h,Yfh1-depleted yeast,b-catenin transl,b-catenin transl cell count 5 µM,Ins promoter up,Ins promoter up cell count,WT yeast gro inh,WT yeast gro inh mutant strain,human PMI inhibition,PMI inhibition,MT stabilizer,MT stabilizer Hoechst-high %,MT stabilizer cytotoxicity %,Dynein cargo inh,Dynein cargo inh cytoplasmic EGFP,Dynein cargo inh nuclear GR-EGFP,Dynein cargo inh cell count
O=C1CN(C(=O)CSc2nnc3ccccn23)c2ccccc2N1,i,-4,i,-0.8,1042,-0.21,1460,-19,-6,-2%,-10%,4.1,2.3,4.8,-0.2,-0.25,-0.087,-0.3
CN(C)/C=C1\N=C(c2cccs2)OC1=O,i,3,i,-1.9,1211,-0.35,1123,0,7,-10%,-8%,3.3,3.5,5.6,-0.87,-0.34,-0.36,0.71
CC(C)OCCCNC(=O)Nc1cccc2ccccc12,i,-6,i,-2.4,984,0.07,1634,-4,-6,8%,7%,1.6,1.8,2.0,-0.32,-0.32,0.28,0.22
COc1cccc(C=Nc2cc(C)cc(C)c2)c1O,i,5,i,-1.2,986,-0.12,1338,7,6,-2%,17%,4.0,1.6,5.2,0.7,-0.14,0.49,-0.28
COc1ccc(/C=N\NC(=O)CCN2CCN(c3ccccc3)CC2)cc1OC,i,11,i,-0.1,1397,-0.09,1436,7,-2,3%,-1%,2.6,1.9,7.2,-0.44,-0.2,0.32,-0.048
CC(COc1ccccc1)N1CCC(CO)(Cc2ccccc2)CC1 (stereo unspecified),i,-11,i,-2.3,1042,-0.38,1317,5,-6,-1%,-10%,3.3,1.7,2.3,-1.2,-0.21,-0.74,1.5
Cc1cc(C)n2nc(C(=O)N/N=C/c3ccc(O)cc3)nc2n1,i,-21,i,-0.6,1574,.,.,-1,-10,.,.,.,.,.,-0.45,0.18,0.13,0.91
COc1ccc(C2CCCN2C(=O)Nc2cccc(C(C)=O)c2)cc1OC (stereo unspecified),i,-2,i,.,.,0.1,1312,7,12,5%,0%,3.5,2.7,9.7,-0.51,-0.22,0.091,-0.14
O=C1C2C3C=CC(C4CC34)C2C(=O)N1c1nccs1 (stereo unspecified),i,-7,i,.,.,0.19,1419,-8,-13,-10%,2%,4.4,3.1,7.0,2.6,0.32,1.6,-1.5
O=C(NCCOCCNC(=O)OCc1ccccc1)OCc1ccccc1,i,22,i,0.4,1148,-1.8,1272,3,1,-3%,-3%,3.1,2.3,7.8,-0.51,-0.3,-0.16,0.65
CC(=O)Nc1cc(Br)ccc1O,i,5,i,-1.8,1031,.,.,5,3,-4%,11%,2.3,3.5,5.9,0.3,-0.24,0.25,0.18
O=C(NN1C(=O)C2C3C=CC(C3)C2C1=O)c1cccc(Cl)c1 (stereo unspecified),i,-2,i,.,.,0.57,1269,-10,-6,-8%,-13%,3.1,2.9,6.7,0.23,-0.18,0.19,-1.1
COc1cccc(N/C=C(\C#N)c2ccc(OCCCF)cc2)c1,i,4,i,-14,1191,.,.,13,-20,11%,6%,2.4,2.1,9.0,0.036,-0.16,-0.032,0.1

# Screening results as filed in PubChem.

# This is a random part of the collection. Share with any hit: about 5%.
